NSD2 inh: NSD2 histone methyltransferase inhibitors, primary screen, biochemical, AlphaScreen, single concentration, set 2 | Histone-lysine N-methyltransferase NSD2 (Homo sapiens), O96028 | NSD2 peptide methylation, 120 min | inhibition, % at 12.5 µM | hit rate 0.54% among 310,000; in the data active means inhibition above about 50%
Target sequence (O96028 whole entry, looked up): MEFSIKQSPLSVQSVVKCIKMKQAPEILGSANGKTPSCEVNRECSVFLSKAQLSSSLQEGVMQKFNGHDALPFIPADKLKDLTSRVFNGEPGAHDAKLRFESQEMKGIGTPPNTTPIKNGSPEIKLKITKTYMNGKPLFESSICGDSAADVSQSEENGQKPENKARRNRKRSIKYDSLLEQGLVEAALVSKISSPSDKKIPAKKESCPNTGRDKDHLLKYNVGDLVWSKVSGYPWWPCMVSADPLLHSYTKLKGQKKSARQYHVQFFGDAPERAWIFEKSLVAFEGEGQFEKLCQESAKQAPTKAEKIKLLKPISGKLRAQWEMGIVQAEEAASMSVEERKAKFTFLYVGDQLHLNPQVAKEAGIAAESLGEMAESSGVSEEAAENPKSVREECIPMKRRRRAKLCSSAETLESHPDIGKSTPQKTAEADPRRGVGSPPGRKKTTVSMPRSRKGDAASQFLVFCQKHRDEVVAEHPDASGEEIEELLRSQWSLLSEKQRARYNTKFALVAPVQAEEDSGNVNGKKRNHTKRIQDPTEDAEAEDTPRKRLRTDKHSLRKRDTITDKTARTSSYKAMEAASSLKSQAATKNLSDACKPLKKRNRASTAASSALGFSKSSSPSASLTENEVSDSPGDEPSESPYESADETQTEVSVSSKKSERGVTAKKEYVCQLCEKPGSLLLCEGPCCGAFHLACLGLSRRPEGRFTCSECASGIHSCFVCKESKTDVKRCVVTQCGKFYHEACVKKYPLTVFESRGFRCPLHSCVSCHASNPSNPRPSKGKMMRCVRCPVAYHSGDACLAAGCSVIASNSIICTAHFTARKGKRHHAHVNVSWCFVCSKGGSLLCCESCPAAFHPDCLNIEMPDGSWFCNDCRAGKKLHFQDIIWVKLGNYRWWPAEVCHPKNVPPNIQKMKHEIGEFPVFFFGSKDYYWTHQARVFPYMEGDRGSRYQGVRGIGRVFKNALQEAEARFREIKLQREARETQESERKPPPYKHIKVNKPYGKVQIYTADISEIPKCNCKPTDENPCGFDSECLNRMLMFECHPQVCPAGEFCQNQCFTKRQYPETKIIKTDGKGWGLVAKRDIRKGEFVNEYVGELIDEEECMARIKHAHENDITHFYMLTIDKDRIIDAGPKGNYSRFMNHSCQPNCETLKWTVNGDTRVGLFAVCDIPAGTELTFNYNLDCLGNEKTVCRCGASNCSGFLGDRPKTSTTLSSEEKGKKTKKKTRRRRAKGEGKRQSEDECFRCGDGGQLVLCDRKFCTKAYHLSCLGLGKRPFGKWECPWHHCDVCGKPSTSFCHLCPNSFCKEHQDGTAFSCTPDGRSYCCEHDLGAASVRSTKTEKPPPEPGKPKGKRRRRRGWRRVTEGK
Wnt bcat act: Wnt/beta-catenin pathway activators, primary screen, cell-based, plate reader, single point; activation, % at 9.35 µM; Wnt/beta-catenin reporter cell assay, activator; hit rate 1.2% among 300,000; in the data active means activation above about 30%, passing the limit was not always enough;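 further: 0% = neutral control wells and 100% = positive control wells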
* marks the source's active call; other numbers are inactive results. An excerpt (hit frequency here may not be typical).

SMILES	NSD2 inh	Wnt bcat act
CC1(C(=O)Nc2ccc3c(c2)OCO3)CCN1Cc1csc2ccccc12 (centres undefined)	1	-3
CCCS(=O)(=O)NC(=O)C1(C)CCCN(C(=O)Cc2ccc3ccccc3c2)C1 (centres undefined)	0	-1
COc1ccc(C(O)c2ncc(-c3ccccc3Cl)[nH]2)cc1 (centres undefined)	1	-4
CCc1nc2ccc(C(=O)Nc3cccc(OCC(=O)N(C)C)c3)cn2c1N(C)Cc1ccc(N(C)C)cc1	25	-3
CC(=O)Nc1ccc(-c2ccnc3c2CC(C(=O)Nc2cccc(OC(F)(F)F)c2)O3)cc1 (centres undefined)	0	-9
O=C(COC(=O)c1ccc(O)cc1)Nc1cc(S(=O)(=O)N2CCOCC2)ccc1N1CCOCC1	11	2
CCN(CC)c1ncnc2c1ncn2[C@H]1CN(Cc2ccc(-c3ccccc3)cc2)C[C@@H](CO)O1	-1	-1
O=C(Nc1c(Cl)cccc1Cl)Oc1cccc2cccnc12	2	-2
CC(C)N(C)c1ncnc2c1ncn2[C@H]1CN(Cc2ccncc2)C[C@@H](CO)O1	-1	-1
CCSc1ccc(-c2cc(NC=O)c3ncc(-c4cc(OC)c(OC)c(OC)c4)n3c2)cc1	2	0
COc1ccc(C(O)c2nc(-c3ccc(Cl)cc3)cs2)cc1 (centres undefined)	-4	-1
Cc1cccc(C)c1NC(=O)Nc1nnc([C@H]2C[C@H](O)[C@@H](CO)O2)s1	-1	-1
COc1ccc(-c2ccc(C(=O)Nc3ccc(C(C)C)cc3)c3occc23)c(C)c1	0	-2
Cc1cc(F)ccc1C(O)c1ncc(-c2ccc(Oc3ccccc3)cc2)[nH]1 (centres undefined)	1	-2
Cc1cccc(C)c1NC(=S)NC(=O)c1cccc(Cl)c1	-6	0
CCc1cc2c(nc1CC)CCCN2S(=O)(=O)c1ccccc1C	-3	0
CCCNC(=O)C1(C)CCN(C(=O)c2cccnc2Oc2ccccc2)C1 (centres undefined)	3	-2
CSCCNC(=O)C1(C)CCN1C(=O)C/C=C/c1ccccc1 (centres undefined)	21	-1
Clc1ccccc1-c1cc2nc(NCc3ccco3)ccn2n1	-3	3
COc1ccc(S(=O)(=O)NC(=O)C2(C)CCN2C(=O)Cc2ccccc2Cl)cc1OC (centres undefined)	-3	2
CC1(C(=O)NC2CCN(Cc3ccccc3)CC2)CCN1Cc1ccc(OC(F)(F)F)cc1 (centres undefined)	7	-5
O=C(NCc1cccnc1)c1cc(C2CCCN(C(=O)c3cccc(O)c3)C2)on1 (centres undefined)	0	0
Cc1ccc(S(=O)(=O)Nc2ccc(Nc3nccn4c(-c5ccc6ccccc6c5)cnc34)cc2)cc1	-1	-7
NC(CO)c1csc(NC(=O)Nc2cccc(Cl)c2)n1 (centres undefined)	1	-1
CCOC(=O)[C@]12CCCC=C1N(CCC1=CCCCC1)C(=O)[C@H](CC(=O)N1CCN(C(=O)C3CC3)CC1)C2	3	-1
CC(=O)Nc1ccc(NC(=O)C2Cc3c(-c4cccc(F)c4)ccnc3O2)cc1 (centres undefined)	1	-2
Cc1ccc(S(=O)(=O)N2CCOCC2)cc1NC(=O)c1ccncc1	-2	-3
CC1(C(=O)NS(=O)(=O)Cc2ccccc2)CCN1C(=O)Cc1ccc(-c2ccccc2)cc1 (centres undefined)	-4	-3
CC(C)(C)c1ccc(S(=O)(=O)NCC2CCN(C(=O)C(=O)c3cccs3)CC2)cc1	0	-6
O=C1Nc2cc(C(=O)NCCN3CCCCCC3)ccc2S/C1=C/c1ccccc1F	2	-3
COc1cccc(NC(=O)C2(C)CCN2C(=O)CCc2ccc(Cl)cc2Cl)c1 (centres undefined)	-1	-2
CC(C)NC(=O)c1ccc2nc([C@@H]3O[C@H](CO)[C@H](O)[C@H](O)[C@H]3O)[nH]c2c1	3	-2
COc1cccc(NC(=O)C2(C)CCCN(C(C)C)C2)c1 (centres undefined)	5	1
CCCOc1ccc(F)cc1-c1cc(C(=O)NC(C)C)[nH]n1	0	-6
Fc1cccc(-c2cncc(N3CCN(CCN4CCCC4)CC3)n2)c1	1	-4
CCc1nc2ccc(C(=O)NCCc3ccccn3)cn2c1N(C)CCC(C)C	1	-2
O=C(Nc1cccc(OC(F)(F)F)c1)C1Cc2c(-c3ccc(Cl)cc3)ccnc2O1 (centres undefined)	18	0
OC(c1ccc(F)c(F)c1)c1ncc(-c2cccc(C(F)(F)F)c2)[nH]1 (centres undefined)	1	-1
CSc1ccc(CN2CCC(C)(Oc3ccc4ccccc4c3)C2)cc1 (centres undefined)	-4	0
O=C(NCc1ccc(Cl)c(Cl)c1)c1cc(C2CCCCN2C(=O)OCCF)on1 (centres undefined)	-1	10
COc1ccc(-c2cc(NC=O)c3ncc(-c4cc(OC)c(OC)c(OC)c4)n3c2)cc1	-3	-3
Cc1ccsc1CNC(=O)C1(C)CCN1C(=O)C(C)C (centres undefined)	1	1
CCCNC(=O)C1(C)CCCN(C(=O)COc2ccc(C(C)(C)C)cc2)C1 (centres undefined)	4	-3
O=C(Nc1ccc(N2CCOCC2)cc1)c1csc([C@@H]2C[C@H](O)[C@@H](CO)O2)n1	0	0
CC(C)Oc1ccc(F)cc1-c1cc(C(=O)N2CCc3ccccc3C2)[nH]n1	-2	-2
O=C(c1cc(C2CCCCN2C(=O)CCCc2ccccc2)on1)N1CCOCC1 (centres undefined)	-1	0
O=C(NCc1cccnc1)c1cc(C2CCCCN2C(=O)c2cccs2)on1 (centres undefined)	0	-2
CC(=O)Nc1cc(-c2ccc(F)cc2)cn2c(-c3ccc(S(C)(=O)=O)cc3)cnc12	2	-5
CC(=O)Nc1ccc(NC(=O)C2CCN(S(C)(=O)=O)CC2)cc1	-1	0
O=C(Nc1cccc(C(F)(F)F)c1)c1csc([C@@H]2O[C@H](CO)[C@@H](O)[C@H]2O)n1	-1	-1

Remaining list, next part:
SMILES	NSD2 inh	Wnt bcat act
CC1(C(=O)NS(=O)(=O)c2ccccc2)CCN1C(=O)CCc1ccc(Cl)cc1Cl (centres undefined)	-7	0
NC(c1csc(Nc2ccc(C(=O)c3ccccc3)cc2)n1)C1CCCCC1 (centres undefined)	5	-17
COc1cccc(C(NC(C)=O)c2nc(-c3ccc(C)c(C)c3)cs2)c1 (centres undefined)	-2	2
COc1ccc(NC(=O)C2(C)CCN2CC2CCCCC2)cc1OC (centres undefined)	5	-1
CCc1nc2c(OCC(=O)c3ccc(F)cc3)cccn2c1N(C)C(=O)COc1ccccc1	0	1
OC[C@H]1O[C@@H](c2nc3ccc(-c4nc(-c5ccc(Br)cc5)no4)cc3[nH]2)C[C@@H]1O	-3	22
CC1(C)CC(=O)C(C(c2ccc3c(c2)OCO3)C2C(=O)CC(C)(C)CC2=O)C(=O)C1	1	-1
CCC(C(=O)NC1CCCC1)n1c(C2CCCC2)nc2ccccc21 (centres undefined)	-3	-6
CC1(Cc2cccc(F)c2)C(=O)Nc2ccc(S(=O)(=O)NC3CCCCC3)cc21 (centres undefined)	1	-3
CCCCN(C(C)=O)c1c(CC)nc2ccc(C(=O)NCc3cccs3)cn12	-6	-1
CCC(=O)N1CCCC(C)(C(=O)Nc2ccc3oc(CC)nc3c2)C1 (centres undefined)	0	9
O=C(Nc1ccnn1C1CCN(Cc2ccc(CO)o2)CC1)c1cccc(F)c1	3	0
CCCS(=O)(=O)NC(=O)C1(C)CCCN(C(=O)c2sccc2C)C1 (centres undefined)	0	-1
COc1cc(C2(C)SCCCS2)cc(OC)c1OC	-6	-1
CCc1nc2c(OCC(=O)C(C)(C)C)cccn2c1N(C=O)Cc1ccccc1	-1	0
CC1(C(=O)O)CCN1C(=O)c1cccnc1Oc1ccccc1 (centres undefined)	-2	0
O=C(NCc1ccccc1Cl)c1csc([C@@H]2O[C@H](CO)[C@@H](O)[C@H]2O)n1	-2	-3
CC(=O)Nc1cc(-c2ccsc2)cn2c(-c3ccc(F)cc3)cnc12	8	-1
COc1cccc(-c2ccc(=O)n(CC(=O)Nc3ccc(S(=O)(=O)NCC(C)C)cc3)n2)c1	-1	0
COCCCNC(=O)c1nnn2c1nc(N)c1cc(Cl)ccc12	1	0
CCCCN(C=O)c1c(CC)nc2ccc(C(=O)NCCc3ccccn3)cn12	-4	-2
COc1ccc(C(C)(NC(C)=O)c2nc(-c3cccc4cccnc34)cs2)cc1 (centres undefined)	-1	-4
CCc1nc2c(OCC(=O)C(C)(C)C)cccn2c1N(C)C(=O)c1ccccc1F	1	-2
CCCNC(=O)C1(C)CCN1C(=O)c1ccc(C(C)(C)C)cc1 (centres undefined)	0	-1
O=C(NN=Cc1ccccc1O)C(=O)Nc1ccc(F)cc1	3	0

Reprinted from the results shown, 3 compounds:
SMILES	NSD2 inh	Wnt bcat act
CCc1cc2c(nc1CC)CCCN2S(=O)(=O)c1ccccc1C	-3	0
CCCNC(=O)C1(C)CCN(C(=O)c2cccnc2Oc2ccccc2)C1 (centres undefined)	3	-2
CSCCNC(=O)C1(C)CCN1C(=O)C/C=C/c1ccccc1 (centres undefined)	21	-1

Further compounds:
SMILES	NSD2 inh	Wnt bcat act
CC(NC(=O)C=Cc1ccco1)C(=O)NC(Cc1ccccc1)C(N)=O (centres undefined)	6	1
CCCC(=O)N1CCCC1(C)C(=O)Nc1cc(C)ccc1C (centres undefined)	-2	0
COc1ccc(-c2ccc(CCC(=O)O)n2-c2cc(OC)ccc2OC)cc1	18	0
CCNC(=S)Nc1ccc2c(c1)c(=O)n(C)n2-c1ccc(C(C)(C)C)cc1	19	-5
O=C(C(=O)N1CCC(CNS(=O)(=O)c2ccc(OC(F)(F)F)cc2)CC1)c1cc2ccccc2o1	22	-6
Cc1ccc2ccccc2c1C(O)c1ncc(-c2cccc(C(F)(F)F)c2)[nH]1 (centres undefined)	-6	-4
OCCC(N1CCOCC1)C(O)(c1ccccc1)c1ccccc1 (centres undefined)	2	4
O=C(NCc1cccs1)c1ccc(Cl)c(S(=O)(=O)N2CCOCC2)c1	0	-1
COc1cc(NC(=O)C2=C(C)OCCS2)c(Cl)cc1C(=O)NCCCN1CCCC(C)C1 (centres undefined)	7	2
CCc1nc2ccc(C(=O)NCc3ccccc3OC)cn2c1N(CCC(C)C)CCN(C)C	5	-2
CCCNC(=O)c1cc(C2CCCCN2C(=O)OC)on1 (centres undefined)	-2	1
CC1=CC(=NOS(=O)(=O)c2ccc(C)cc2)CC(C)(C)C1	0	0
O=[N+]([O-])c1ccc2c(c1)C(N1CCN(CCO)CC1)Cc1ccc(F)cc1S2 (centres undefined)	9	2

Of the compounds above, 16 have an aryl methoxy group:
SMILES	NSD2 inh	Wnt bcat act
COc1ccc(C(O)c2ncc(-c3ccccc3Cl)[nH]2)cc1 (centres undefined)	1	-4
CCSc1ccc(-c2cc(NC=O)c3ncc(-c4cc(OC)c(OC)c(OC)c4)n3c2)cc1	2	0
COc1ccc(C(O)c2nc(-c3ccc(Cl)cc3)cs2)cc1 (centres undefined)	-4	-1
COc1ccc(-c2ccc(C(=O)Nc3ccc(C(C)C)cc3)c3occc23)c(C)c1	0	-2
COc1ccc(S(=O)(=O)NC(=O)C2(C)CCN2C(=O)Cc2ccccc2Cl)cc1OC (centres undefined)	-3	2
COc1cccc(NC(=O)C2(C)CCN2C(=O)CCc2ccc(Cl)cc2Cl)c1 (centres undefined)	-1	-2
COc1cccc(NC(=O)C2(C)CCCN(C(C)C)C2)c1 (centres undefined)	5	1
COc1ccc(-c2cc(NC=O)c3ncc(-c4cc(OC)c(OC)c(OC)c4)n3c2)cc1	-3	-3
COc1cccc(C(NC(C)=O)c2nc(-c3ccc(C)c(C)c3)cs2)c1 (centres undefined)	-2	2
COc1ccc(NC(=O)C2(C)CCN2CC2CCCCC2)cc1OC (centres undefined)	5	-1
COc1cc(C2(C)SCCCS2)cc(OC)c1OC	-6	-1
COc1cccc(-c2ccc(=O)n(CC(=O)Nc3ccc(S(=O)(=O)NCC(C)C)cc3)n2)c1	-1	0
COc1ccc(C(C)(NC(C)=O)c2nc(-c3cccc4cccnc34)cs2)cc1 (centres undefined)	-1	-4
COc1ccc(-c2ccc(CCC(=O)O)n2-c2cc(OC)ccc2OC)cc1	18	0
COc1cc(NC(=O)C2=C(C)OCCS2)c(Cl)cc1C(=O)NCCCN1CCCC(C)C1 (centres undefined)	7	2
CCc1nc2ccc(C(=O)NCc3ccccc3OC)cn2c1N(CCC(C)C)CCN(C)C	5	-2

Screening data (PubChem BioAssay)
